Screening results (PubChem)
L3MBTL1 block: inhibitors of human L3MBTL1; AID 485360; AlphaScreen L3MBTL1–H3K9me1 peptide binding; Potency, µM (titrated, usually from 57.1 µM), inactives show at the highest dose activity, negative = inhibition, most hits filed as inhibitors; 0.66% of 230,000 active; also: nearly all actives have a fitted effect of over 60% in size
Target sequence (Q9Y468 whole entry, looked up): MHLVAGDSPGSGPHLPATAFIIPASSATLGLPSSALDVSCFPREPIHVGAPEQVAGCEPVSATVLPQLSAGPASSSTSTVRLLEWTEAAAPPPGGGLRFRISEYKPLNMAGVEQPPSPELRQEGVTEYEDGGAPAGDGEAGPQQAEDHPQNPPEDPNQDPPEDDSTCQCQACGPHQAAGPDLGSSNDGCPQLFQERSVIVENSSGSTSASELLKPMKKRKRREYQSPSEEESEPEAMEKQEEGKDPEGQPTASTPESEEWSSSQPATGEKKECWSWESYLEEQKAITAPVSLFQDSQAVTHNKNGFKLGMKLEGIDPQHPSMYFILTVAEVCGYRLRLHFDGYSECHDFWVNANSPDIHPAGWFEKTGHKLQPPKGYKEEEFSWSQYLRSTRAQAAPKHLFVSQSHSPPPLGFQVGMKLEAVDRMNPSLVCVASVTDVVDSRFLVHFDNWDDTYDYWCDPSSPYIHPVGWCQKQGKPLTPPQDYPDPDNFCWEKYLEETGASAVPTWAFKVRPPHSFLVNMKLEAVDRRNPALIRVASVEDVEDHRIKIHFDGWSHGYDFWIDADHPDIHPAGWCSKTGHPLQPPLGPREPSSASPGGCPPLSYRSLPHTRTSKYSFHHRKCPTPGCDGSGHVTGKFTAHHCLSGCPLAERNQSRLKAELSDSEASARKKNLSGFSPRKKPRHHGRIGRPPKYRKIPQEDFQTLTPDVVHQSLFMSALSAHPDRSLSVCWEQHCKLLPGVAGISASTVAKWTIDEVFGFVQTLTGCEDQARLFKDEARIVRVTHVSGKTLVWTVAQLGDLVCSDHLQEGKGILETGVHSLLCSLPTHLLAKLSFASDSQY
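L3MBTL1 (50 nM) pre-complexed 30 min with biotinylated H3(1-15)K9me1 peptide (75 nM), then compounds added for 30 min at room temperature; AlphaScreen streptavidin donor/nickel chelate acceptor beads (10 ug/mL final) read after 30 min dark incubation.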
TR SRC2 fluor cs: Texas Red fluorescence interference in TRb-SRC2 counter-screen. TRb/SRC2 Texas Red total fluorescence interference. 0.29% of 280,000 active. Potency, µM (doses to about 106 µM), inactives show top-dose fluorescence change, negative = quenching; active = well fitted curve in either direction with a large enough effect; inconclusive = small, poorly fitted or top-dose-only effect
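Human TRβ ligand-binding domain (0.6 uM) and Texas Red SRC2 peptide (20 nM) in Tris buffer with 1 uM T3 and 5% DMSO were incubated with pinned compound for 5 hr at ambient temperature. Total fluorescence was computed as S + 2P (555/632 nm).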
RECQ1 inh: blocks DNA unwinding by human RECQ1; P46063; RECQ1 DNA unwinding, red fluorescence kinetic read; Potency, µM (titrated, usually from 57.3 µM), for inactives: top-dose activity, negative = inhibition, most hits filed as inhibitors; 0.54% of 240,000 active; AID 2549;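 also: plate controls were vehicle for no effect and no enzyme for full effect; nearly all actives have a fitted effect of over 30% in size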
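50 nM RECQ1T1 preincubated 15 min with compound in Tris pH 8.0 buffer with MgCl2, DTT, Tween-20 and 2.5 ug/ml poly(dI-dC); started with 200 nM TAMRA/BHQ-2 forked duplex and 2 mM ATP. Unwinding read as fluorescence (525/598 nm), two reads 2 h apart.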
RGS12 GoLoco inh: blocks human Gai1 binding to RGS12 GoLoco peptide, red readout; 0.44% of 230,000 active; P63096; Potency, µM (series often up to 61.6 µM), inactives show top-dose activity, negative = inhibition, most hits filed as inhibitors; Gai1:RGS12 GoLoco peptide FP, rhodamine, 10 min; AID 880; active = well fitted inhibition curve with a large enough effect, not every such curve was filed as active; inactive = no such curve, though single readings can be large or run the other way; also: nearly all actives have a fitted effect of over 30% in size; many of its hits are not listed in these tables
GAA glycogen mod: inhibitors or activators of human alpha-glucosidase glycogen cleavage | P10253 | recombinant GAA, glycogen substrate, Amplex Red glucose oxidase fluorescence | Potency, µM (titrated, usually from 76.4 µM), without a hit: at the top dose activity change, negative = inhibition, hits mostly inhibitors | 0.38% of 300,000 active;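 also: 0% = full enzyme reaction and -100% = no-enzyme basal signal; the screen sought inhibitors and activators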
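qHTS, 1536-well; enzyme 4 nM final; cpd up to 77 uM; substrate bovine liver glycogen 30 ug; 50 mM citrate/phosphate pH 5.0, 0.01% Tween-20; 37 C, 40 min; Amplex Red detection 45 min RT; Hill fit → AC50.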
GAA spleen mod: inhibits or activates alpha-glucosidase in human spleen homogenate. P10253. human spleen homogenate, 4-MU-alpha-glucoside fluorescence. 0.006% of 240,000 active. AID 2112. Potency, µM (doses to about 79.9 µM), without a hit: at the highest dose activity change, negative = inhibition, actives largely listed as inhibitors;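 also: 0% = enzyme with vehicle and -100% = no enzyme basal signal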
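Human spleen homogenate (1 ug) with 4-methylumbelliferyl-alpha-D-glucopyranoside (1 mM final) in 50 mM citrate/phosphate pH 5.0, 0.01% Tween-20; 40 min at 37 C. Stopped at pH 10; 4-MU fluorescence Ex 365/Em 440 nm; AC50 by Hill fit.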
TRb SRC2 PPI: inhibitors of human thyroid hormone receptor beta-SRC2 interaction. 0.065% of 280,000 active. Potency, µM (highest dose often 106 µM), inactives show top-dose activity change, negative = inhibition, hits mostly inhibitors. TRbeta-SRC2 peptide binding, fluorescence polarization; receptor liganded with 1 µM T3. P10828;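 also: plate controls were bound peptide for no effect and peptide without receptor for full effect; nearly all actives have a fitted effect of over 50% in size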
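TRb LBD 0.6 uM + Texas Red SRC2 peptide 20 nM, 1 uM T3, Tris buffer w/ 5% DMSO; compound pinned, 5 h RT; FP read ex 555/em 632; normalized to unbound and bound controls.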
GAA inh: alpha-glucosidase (human) inhibition | purified human GAA, 4-MU-alpha-glucoside fluorescence | Potency, µM (doses to about 76.9 µM), inactives show at the highest dose activity change, negative = inhibition, actives largely listed as inhibitors | 0.005% of 200,000 active | AID 1466;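 also: plate controls were uninhibited enzyme wells for no effect and no-enzyme background for full effect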
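Compounds are titrated up to 77 uM against 4 nM human enzyme. Substrate 4-methylumbelliferyl-alpha-D-pyranoside (400 uM) reacts 20 min at room temperature in pH 5.0 buffer; liberated 4-methylumbelliferone is read at 440 nm.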
* marks the source's active call; other numbers are inactive results; i = inactive; ? = inconclusive; nt = not tested or not shown; & = joins results of further samples; [ ] = another dose, or the depositor's remark. Unless noted, calls follow the shape of the dose curve; as a rule, active = well fitted curve in the direction sought with a large enough effect; inconclusive = small, poorly fitted or top-dose-only effect, or another doubt; inactive = no such curve, though single readings can be large; an effect the other way counts as inactive or inconclusive. Unless noted, % is scaled to controls: 0 for no effect and ±100 for the full control effect; potency is read from the fitted curve at half-maximal effect. Not all compounds are listed; count on the stated rates, not on these rows.

A first look, three compounds:
SMILES	L3MBTL1 block	TR SRC2 fluor cs	RECQ1 inh	RGS12 GoLoco inh	GAA glycogen mod	GAA spleen mod	TRb SRC2 PPI	GAA inh
COc1cc(/C=C(\C#N)C(=O)NC2CCCCC2C)ccc1OS(=O)(=O)c1ccc(C)cc1 (stereo unspecified)	-1%	-4%	-11%	5%	-7%	8%	-2%	-12%
C=C(C)C(=O)N1CC2(CC(c3cccc(NC(=O)/C=C\C=C/C)c3)=NO2)C[C@H]1C(N)=O (stereo partly specified)	nt	2%	-8%	-19%	1%	4%	6%	nt
Cc1nc(C)c(NC(=O)N2CCc3ccccc32)cc1NC(=O)N1CCc2ccccc21	nt	1%	i	0%	2%	1%	-3%	1%

The whole of this part (from the top)
SMILES	L3MBTL1 block	TR SRC2 fluor cs	RECQ1 inh	RGS12 GoLoco inh	GAA glycogen mod	GAA spleen mod	TRb SRC2 PPI	GAA inh
COc1cc(/C=C(\C#N)C(=O)NC2CCCCC2C)ccc1OS(=O)(=O)c1ccc(C)cc1 (stereo unspecified)	-1%	-4%	-11%	5%	-7%	8%	-2%	-12%
C=C(C)C(=O)N1CC2(CC(c3cccc(NC(=O)/C=C\C=C/C)c3)=NO2)C[C@H]1C(N)=O (stereo partly specified)	nt	2%	-8%	-19%	1%	4%	6%	nt
Cc1nc(C)c(NC(=O)N2CCc3ccccc32)cc1NC(=O)N1CCc2ccccc21	nt	1%	i	0%	2%	1%	-3%	1%
COc1ccc(-c2coc3ccc(OC4OC(COC(C)=O)C(OC(C)=O)C(OC(C)=O)C4OC(C)=O)c(OC(C)=O)c3c2=O)cc1 (stereo unspecified)	nt	-1%	5%	5%	nt	1%	-1%	nt
CCOc1ccc(C(=O)CC(=O)C(=O)NCCc2ccc(OC)c(OC)c2)cc1	-13%	1%	3%	44%[activator]	-17%	-9%	11%	0%
CN1CCN(c2nc(-c3ccccc3)nc3c2oc2ccccc23)CC1	0%	-1%	1%	-1%	1%	-7%	-13%	-2%
CNc1oc(Cc2cccc3ccccc23)nc1C#N	-8%	-4%	-5%	9%	-16%	-2%	-18%	3%
CCNC(=O)/C(C#N)=C/c1c(N2CCOCC2)nc2ccccn2c1=O	-2%	0%	-1%	1%	-1%	-2%	0%	?
O=C(Cc1ccc(Cl)cc1)N1CCN(C(=O)c2ccco2)CC1	-6%	-2%	-11%	7%	1%	-2%	-3%	-3%
COC(=O)C1C(O)=C(C(C)=N)C(=O)CC1(C)C (stereo unspecified)	-3%	-1%	7%	2%	2%	0%	-3%	1%
CSCCC(NC(=O)OCc1ccccc1)C(=O)O (stereo unspecified)	6%	-2%	1%	1%	9%	-5%	-8%	1%
COC(OC)c1nc(SCC(=O)Nc2cccc(Cl)c2)ncc1C(=O)O	11%	-4%	i	2%	9%	-1%	-6%	-9%
CCCCN(C)Cc1c(C)[nH]c2c(Cl)cccc2c1=O	13%	-2%	0%	6%	3%	1%	-11%	2%
Cc1nc(N2CCOCC2)nc(OCCN2CCOCC2)c1[N+](=O)[O-]	2%	0%	-3%	-2%	-1%	2%	11%	-1%
Cc1ccc(CC(=O)Nc2ccc(F)c([N+](=O)[O-])c2)cc1C	1%	-1%	-22%	6%	-4%	-10%	-7%	-8%
O=C(CN1c2ccccc2Sc2ccccc21)NNC(=O)Nc1cccc(Cl)c1	0%	2%	-4%	2%	-4%	-5%	3%	nt
O=C(/C=C\Nc1cccc(F)c1)c1ccc2c(c1)OCO2	-3%	-4%	-12%	nt	-11%	3%	-15%	1%
COc1cc(O)c(C(CCN2CCN(c3ccccc3)CC2)c2cc(OC)c(OC)c(OC)c2)c(OC)c1 (stereo unspecified)	nt	-5%&-2%	i	4%	4%	4%&-1%	7%&0%	nt
CC(=O)N1CCN(S(=O)(=O)c2ccc(F)c(Cl)c2)CC1	6%	6%	7%	8%	7%	-3%	0%	-24%
Nc1ncncc1-c1ccc2ccccc2c1	nt	0%	24%	0%	0%	-4%	8%	nt
O=c1c2c(-c3cccs3)csc2ncn1/N=C/c1ccc(OC(F)F)cc1	4%	3%	-17%	-4%	1%	1%	-2%	-2%
CCC(=O)Nc1cc(SCCO)cc([N+](=O)[O-])c1	9%	0%	-1%	7%	0%	-26%	8%	1%
C/C(=N\NC(=O)c1ccc(Cl)cc1)c1cccc(NC(=O)C(C)C)c1	-6%	-2%	?	4%	-14%	-2%	-1%	-2%
N=c1c2c(n(Cc3ccc(F)cc3)c3c1CCC3)CCC2	0%	3%	-2%	-4%	0%	-3%	8%	-2%
c1ccc2nc(N3CCOCC3)cnc2c1	nt	1%	i	0%	9%	-6%	0%	-6%
CC(C)N1C(=O)CCC1C(=O)NC1CCCC1 (stereo unspecified)	-1%	1%	7%	-4%	4%	-3%	0%	-4%
COC(=O)C1=C(C)N(CCc2ccc(OC)c(OC)c2)C(=O)C1	nt	-3%	6%	-3%	-9%	-2%	-2%	0%
CCn1nc(C)c(CN2CCN(Cc3ccc(OC)c(C)c3C)C(CCO)C2)c1C (stereo unspecified)	-6%	-1%	-9%	1%	-8%	2%	5%	nt
Cc1c(C(=O)Nc2ccc(S(N)(=O)=O)cc2)oc2ccc(Cl)cc12	3%	-2%	i	-8%	1%	2%	-3%	-1%
CCOc1ccc(Oc2ccc(Cl)cc2NC(=O)CCNC(C)=O)cc1	nt	-3%	6%	7%	8%	4%	5%	0%
CCOC(=O)c1oc2cccc(OCC(O)CNC(C)C)c2c1C (stereo unspecified)	nt	1%	13%	-10%	0%	-11%	0%	-8%
Cc1cccc(-n2cc(-c3ccccc3)c3c(N4CCOCC4)ncnc32)c1	nt	-3%	-4%	10%	-11%	3%	5%	-11%
Cc1ccc(C(=O)NCC(c2ccc(F)cc2)N2CCOCC2)cc1 (stereo unspecified)	nt	-3%	i	2%	8%	1%	4%	nt
COc1cccc(Cn2cccc(NC(=O)Nc3cccc(C#N)c3)c2=O)c1	nt	-4%	-9%	-2%	9%	-4%	-6%	nt
CC1CCN(S(=O)(=O)c2ccc3c(c2)oc(=O)n3CC(=O)N2CCc3ccccc3C2)CC1	nt	2%	-6%	1%	-11%	-2%	0%	-6%
COc1ccccc1N1C(=O)C2C3C=CC(C3)C2(C)C1=O (stereo unspecified)	9%	0%	-6%	0%	11%	0%	4%	-1%
CCOc1ccc(C(=O)NC2CCN(C(=O)Nc3ccccc3OC)CC2)cc1	-2%	2%	-17%	0%	11%	2%	-29%	2%
Cc1ccc2occ(C(=O)c3ccco3)c(=O)c2c1	1%	0%	-9%	3%	0%	8%	0%	-2%
O=C(N/N=C\c1ccc(Oc2ccccc2)cc1)c1csnn1	-18%	-1%	-2%	-7%	0%	nt	-1%	-2%
CCn1nc(NC(=O)C2CCCO2)c2cc3cc(C)ccc3nc21 (stereo unspecified)	7%[11.4 µM]	-2%	i	8%	0%	3%	-1%	-1%
CCOC(=O)/C=c1\s/c(=C\c2ccc(C#N)cc2)c(=O)n1CC(=O)Nc1cccc(C)c1C	13%	-4%	-8%	4%	15%	-12%	1%	-1%
Fc1ccccc1/C=N/n1cc(-c2ccccc2)[nH]c1=S	nt	-5%	i	1%	-24%	1%	0%	nt
CCOC(=O)c1nnc(-c2ccccc2)nc1NC	0%	-7%	i	-4%	11%	-11%	-1%	2%
O=C(O)c1cn(C2CC2)c2cc(N3CCN(S(=O)(=O)c4ccc5c(c4)OCCO5)CC3)c(F)cc2c1=O	3%	-4%	i	13%	-16%	-6%	-5%	-13%
CC(C)C1N(C(=O)CN2CCCC2)CCN1S(=O)(=O)c1ccccc1 (stereo unspecified)	3%	-2%	i	5%	7%	4%	1%	11%
CSC1=NC2(CCCCC2)CC12C=CC(=O)C=C2	nt	-1%	-4%	-2%	4%	-2%	-4%	-2%
O=C(NC(=S)N1CCN(c2ccc(O)cc2)CC1)c1cccs1	2%	0%	1%	-10%	10µM*	-2%	-1%	nt
C[C@@H](C(=O)Nc1ccc2ccccc2c1)[C@H]1C[C@]1(C)[C@H](NC(=O)c1ccccc1)c1ccccc1	nt	1%	-10%	3%	nt	0%	-4%	nt
COC(=O)NC(c1cccc(F)c1)[C@@]1(C(=O)OC)CCCC1=O (stereo partly specified)	nt	1%[11.2 µM]	2%[11.5 µM]	nt	nt	-1%[17.4 µM]	3%[11.2 µM]	nt
COc1cc(OC)cc(C(=O)NCC(=O)OCC(=O)Nc2ccc3c(c2)OCO3)c1	-6%	-5%	-16%	7%	3%	-2%	-2%	4%
O=C(CN1CCCCC1)Nc1nnc(-c2ccccc2)s1	4%	0%	-1%	-1%	2%	4%	5%	-10%
O=C(Nc1ccncc1)c1ccc(S(=O)(=O)Nc2ccccc2)cc1	-14%	-3%	25%	3%	3%	-10%	1%	-7%
CC(C)C[C@H](N)CSSC[C@@H](N)CC(C)C	nt	0%	i	-6%	nt	3%	-4%	nt
c1ccc(-c2csc(Nc3nc(N4CCOCC4)nc(N4CCOCC4)n3)n2)cc1	1%	0%	-5%	-8%	6%	-9%	-4%	5%
O=C(NCc1ccc2c(c1)OCO2)C(=O)Nc1ccccc1	6%	-1%	1%	-9%	8%	2%	10%	9%
CCCCOC(=O)C1[C@H]2C(=O)N(CCc3ccccc3)C[C@]23C=C[C@H]1O3 (stereo partly specified)	-8%	3%	i	1%	-6%	0%	0%	-3%
CCN(CC)c1ccc(NC(=O)c2ccccc2F)cc1S(=O)(=O)Nc1ccccc1OC	-7%	1%	-7%	-2%	-1%	-8%	-2%	-8%
O=C(O)C1C2C=CC(O2)C1C(=O)NCCC1=CCCCC1 (stereo unspecified)	18µM*	-1%	-2%	6%	2%	-5%	8%	-2%
CCSc1nc2ccccc2[nH]1	nt	-5%&0%	-10%	12%&3%	2%&6%	-13%&-12%	-1%&-15%	5%&2%
